# Screening data from PubChem BioAssay.
# EPAC1 ag = EPAC1 (human) agonism | O95398 | EPAC1 agonist qHTS, biochemical assay; response scale: 100% = response to 6.5 mM cAMP | Potency, µM (titrated, usually from 154 µM), for the others: at the highest dose activation, actives largely listed as activators | 360,000 tested, 0.073% active | AID 720707; note: potency is the fitted concentration of half-maximal effect; nearly all actives have a fitted effect of over 60% in size
#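 Fluorescent GDP-exchange assay: 100 nM EPAC1 with 250 nM Rap1B preloaded with BODIPY-GDP and 50 uM GDP; compounds tested as concentration series, 5 min at room temperature, then read every 5 min for 30 min (ex 480/em 540 nm); normalized to 6.5 mM cAMP.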
# GLP-1R agonist = agonists of human GLP-1 receptor | Potency, µM (series often up to 45.6 µM), without a hit: at the highest dose activation, usual class: activators | HEK293 GLP-1R CRE-luciferase, luminescence, 4-6 h; cells express a hypersensitive GLP-1R form | AID 624172 | 380,000 tested, 0.007% active | P43220; note: potency is the fitted concentration of half-maximal effect; % of control where 0% means no effect
# HEK293 tox = cytotoxicity counter-screen for GLP-1 receptor inverse agonists | HEK293 cAMP-luciferase reporter cells, luminescence, 24 h | AID 624418 | Potency, µM (highest dose often 38.3 µM), for inactives: at the highest dose activity change, negative = inhibition, actives largely listed as inhibitors | 410,000 tested, 0.13% active;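 note: loss of luciferase light is scored as toxicity; potency is the fitted concentration of half-maximal effect; % is set by controls: 0 for no effect and ±100 for the full control effect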
#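 Cells in DMEM/10% Nu serum/1% pen-strep, 1536-well format. Pre-incubated 12 h, dosed with 23 nL compound, incubated a further 24 h. Luciferase detection, 12 min at room temp, luminescence.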
# PTHR1 agonist = PTHR1 (human) receptor agonism; Q03431; HEK293 GP2 PTHR1 cells, GloSensor cAMP luminescence, 1 h; Potency, µM (series often up to 115 µM), for the others: at the top dose activation, actives largely listed as activators; 410,000 tested, 0.075% active; AID 743266; note: potency is the fitted concentration of half-maximal effect; nearly all actives have a fitted effect of over 55% in size; some results filed as inactive show a strong effect at the top dose; inactives centre near -15; many of its hits are not listed in these tables
# Target sequence (Q03431 whole entry, looked up): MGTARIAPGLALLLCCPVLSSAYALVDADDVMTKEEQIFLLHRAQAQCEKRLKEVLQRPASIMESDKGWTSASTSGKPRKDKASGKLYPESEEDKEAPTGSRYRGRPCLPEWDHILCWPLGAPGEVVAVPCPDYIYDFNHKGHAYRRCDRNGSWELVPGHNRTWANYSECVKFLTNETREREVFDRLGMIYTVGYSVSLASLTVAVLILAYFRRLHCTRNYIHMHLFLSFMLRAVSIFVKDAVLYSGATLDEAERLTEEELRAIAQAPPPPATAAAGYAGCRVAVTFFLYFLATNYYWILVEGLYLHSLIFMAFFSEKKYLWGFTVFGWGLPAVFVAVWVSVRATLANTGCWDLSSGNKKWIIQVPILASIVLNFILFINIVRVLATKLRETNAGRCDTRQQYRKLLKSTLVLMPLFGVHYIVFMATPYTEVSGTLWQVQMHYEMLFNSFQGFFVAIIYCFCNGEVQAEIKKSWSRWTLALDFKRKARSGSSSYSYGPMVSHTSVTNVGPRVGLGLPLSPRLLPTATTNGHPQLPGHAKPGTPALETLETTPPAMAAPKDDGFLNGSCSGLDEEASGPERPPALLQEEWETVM
#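 HEK-293-derived GP2 cells expressing PTHR1 and a GloSensor cAMP reporter, 3,000/well, plated overnight, given luciferin plus IBMX (each 0.5 mM as added) for 1 h at 37 °C, then compound for 1 h at 37 °C. Luminescence was read after 15 min at room temperature.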
# IL-2 act = activates IL-2 in a cell-based reporter assay; activation, % (series mostly up to about 46 µM); 360,000 tested, 0.065% active; AID 652025; IL-2 activation reporter assay, cell-based qHTS; stimulated with anti-CD3/CD4/CD28 beads; in transgenic mouse T cells; in the data active = activation above about 50%; inconclusive = mostly about 30% to 49%; note: 0% is about no effect
#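 EGFP and DsRed fluorescence is measured by plate cytometry in unstimulated transgenic mouse T cells exposed to compound for 60 minutes, then stimulated 18 hours at 37 degrees C with anti-CD3/anti-CD4 beads plus anti-CD28.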
# GLP1R inv ag = inverse agonists of human GLP-1 receptor; Potency, µM (highest dose often 38.3 µM), without a hit: top-dose activity change, negative = inhibition, most hits filed as inhibitors; AID 624417; P43220; HEK293 GLP-1R CRE-luciferase, luminescence, 24 h; GLP-1R form is constitutively active; 410,000 tested, 1.6% active; note: potency is the fitted concentration of half-maximal effect; % is set by controls: 0 for no effect and ±100 for the full control effect; nearly all actives have a fitted effect of over 55% in size
#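 Using stably transfected HEK293 (constitutively active GLP-1R, cAMP-luciferase reporter), compounds were incubated 24 hr and luciferase measured by luminescence.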
# EPAC1 antagonist = EPAC1 (human) antagonism. 360,000 tested, 0.14% active. EPAC1 GEF assay, Rap1b-BODIPY-GDP exchange fluorescence. Potency, µM (doses to about 115 µM), inactives show at the top dose activity change, negative = inhibition, actives largely listed as inhibitors. O95398;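 note: potency is the fitted concentration of half-maximal effect; plate controls were vehicle for no effect and positive control for full effect; nearly all actives have a fitted effect of over 50% in size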
# PLK1 PBD block = PLK1 (human) polo-box domain binding inhibition. P53350. Plk1 PBD binding of FITC phosphopeptide, fluorescence polarization. Potency, µM, inactives show max response, negative = inhibition, usual class: inhibitors. 360,000 tested, 2.8% active; note: potency is the fitted concentration of half-maximal effect; series mostly up to about 57 µM; % is set by controls: 0 for no effect and ±100 for the full control effect; nearly all actives have a fitted effect of over 65% in size
# PI5P4Ka inh = PI5P4K alpha (human) kinase inhibition | max response, % | P48426 | AID 652105 | 330,000 tested, 1.2% active | PI5P4Kalpha enzyme, ADP-Glo luminescence, 60 min; hits give low values; active = max response of -50% or lower; inconclusive = between -30% and -50%; inactive = -30% or higher; note: value at the top dose of about 77 µM; % is set by controls: 0 for no effect and ±100 for the full control effect
# Target sequence (P48426 whole entry, looked up): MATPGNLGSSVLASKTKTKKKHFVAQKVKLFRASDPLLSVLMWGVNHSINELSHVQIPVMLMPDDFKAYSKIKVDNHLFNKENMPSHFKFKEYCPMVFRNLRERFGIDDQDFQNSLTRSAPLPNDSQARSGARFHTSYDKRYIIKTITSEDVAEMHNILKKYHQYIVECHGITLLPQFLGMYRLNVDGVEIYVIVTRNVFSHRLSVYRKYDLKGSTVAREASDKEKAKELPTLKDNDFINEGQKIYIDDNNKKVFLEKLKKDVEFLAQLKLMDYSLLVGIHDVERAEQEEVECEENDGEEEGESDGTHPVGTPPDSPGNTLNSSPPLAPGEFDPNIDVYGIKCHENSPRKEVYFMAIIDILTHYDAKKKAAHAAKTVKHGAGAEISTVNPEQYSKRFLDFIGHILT
#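 Compounds were pin-transferred onto PI5P4Kalpha and substrate in HEPES pH 7.4 buffer with EGTA, CHAPS and 5% DMSO. ATP (5 microM final) started the reaction, which ran 60 minutes at room temperature before ADP-Glo detection.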
# Active calls of the source: *; i = inactive; ? = inconclusive; . = no result given; [ ] = dose if it differs, or a comment. Unless noted, calls come from the whole dose curve; as a rule, active = well fitted curve in the direction sought with a large enough effect; inconclusive = small, poorly fitted or top-dose-only effect, or another doubt; inactive = no such curve, though single readings can be large; an effect the other way counts as inactive or inconclusive.
SMILES,EPAC1 ag,GLP-1R agonist,HEK293 tox,PTHR1 agonist,IL-2 act,GLP1R inv ag,EPAC1 antagonist,PLK1 PBD block,PI5P4Ka inh
CCN1C(=O)c2ccccc2S(=O)c2ccc(C(=O)N3CCN(c4cccc(C)c4)C(C)C3)cc21 (stereo not drawn),.,-1%,-8%,-58%[inhibitor],.,-25%,.,.,.
Oc1ccc2ccccc2c1N=Nc1ccccc1F,6%,1%,-12%,i,0.0,16%,1%,-13%,17
CCC(=O)N(C)C[C@H]1Oc2ncc(C#Cc3cccnc3)cc2C(=O)N([C@@H](C)CO)C[C@@H]1C,-5%,-3%,-7%,-18%,-2.3,23%,22%,-5%,-1
CC(O)C(=O)NCCOCCOCCNC(=O)C(C)O (stereo not drawn),0%,-1%,-2%,3%[57.5 µM],-0.6,2%,2%,-2%,0
S=C1SCN(CCN2CCOCC2)CN1Cc1ccccc1,11%,1%,0%,i,-0.9,2%,-2%,?,.
CCOC(=O)c1nnn(CC(=O)Nc2cccc(F)c2)c1C(=O)OCC,8%,-9%,-10%,-9%,-0.7,16%,0%,-4%,5
Cc1noc(NS(=O)(=O)c2ccc(NC(=O)c3cc(F)c(F)c(F)c3F)cc2)c1C,-1%,2%,0%,21%,1.4,-6%,1%,-5%,0
Cc1cc(C)cc(NC(=O)N2CCC(NC(=O)c3ccco3)CC2)c1,8%,10%,-10%,i,0.0,6%,23%,-11%,-3
CC(=O)c1ccc(NC(=O)C(C)Oc2ccc(N(C)S(=O)(=O)c3ccc(C)cc3)cc2)cc1 (stereo not drawn),6%,12%,1%,-26%,0.0,?,1%,-7%,2
COc1cc(C)c(NC(=O)C2CCN(S(=O)(=O)c3cccs3)CC2)cc1OC,1%,-3%,-28%,-48%[inhibitor],0.6,?,-27%,-1%,0

# 3 compounds from above, ordered by number of heavy atoms, low to high.
SMILES,EPAC1 ag,GLP-1R agonist,HEK293 tox,PTHR1 agonist,IL-2 act,GLP1R inv ag,EPAC1 antagonist,PLK1 PBD block,PI5P4Ka inh
Oc1ccc2ccccc2c1N=Nc1ccccc1F,6%,1%,-12%,i,0.0,16%,1%,-13%,17
S=C1SCN(CCN2CCOCC2)CN1Cc1ccccc1,11%,1%,0%,i,-0.9,2%,-2%,?,.
CCC(=O)N(C)C[C@H]1Oc2ncc(C#Cc3cccnc3)cc2C(=O)N([C@@H](C)CO)C[C@@H]1C,-5%,-3%,-7%,-18%,-2.3,23%,22%,-5%,-1

# Further entries follow.
SMILES,EPAC1 ag,GLP-1R agonist,HEK293 tox,PTHR1 agonist,IL-2 act,GLP1R inv ag,EPAC1 antagonist,PLK1 PBD block,PI5P4Ka inh
O=C(Nc1cccc(F)c1)NC1CCCc2ccccc21 (stereo not drawn),-7%,1%,?,-35%[inhibitor],-1.3,?,-2%,8%,-1
NC(=O)CN1C(=O)NC2(CCOc3ccccc32)C1=O (stereo not drawn),7%,9%,15%,i,-1.0,5%,-20%,-5%,-3
Cc1nc2c(c(C)c1CCC(=O)Nc1cccc(C(F)(F)F)c1)c(=O)n(C)c(=O)n2C,.,2%,0%,-31%[inhibitor],.,4%,.,.,.
CCNC(=S)Nc1cc(OCC)c(NC(=O)c2cccs2)cc1OCC,-11%,6%,-3%,i,-2.2,7%,-1%,-8%,-6
CC1(C(=O)NS(=O)(=O)C2CC2)CCN(C(=O)CSc2ccccc2)C1 (stereo not drawn),-2%,0%,3%,-24%,-0.6,-23%,-7%,-7%,1
CC(C)NC(=O)C(c1ccc(F)cc1)N(C(=O)CCC(=O)Nc1ccccn1)C1CCCC1 (stereo not drawn),-1%,6%,-7%,-3%,-0.2,-11%,7%,-6%,-7
Cc1ccc(C(=O)c2ccccc2C(=O)OCC(=O)NCCc2ccc(Cl)cc2Cl)cc1,-2%,-8%,-20%,-21%,-0.5,?,-15%,2%,35
CCN(CC)C(=O)CSc1nsc(SCC(=O)N(CC)CC)c1C#N,6%,-7%,43%[activator],-1%[57.5 µM],-1.6,-4%,-16%,-13%,-1
O=C(CSCCS(=O)(=O)c1ccc(Cl)cc1)Nc1ccccc1,3%,10%,-2%,i,0.0,10%,-6%,-19%,2
CN1CCN(CCCC(=O)c2ccc(F)cc2)CC1,0%,3%,-2%,i,-1.6,1%,9%,-1%,-1
Cn1c2ccccc2c2c(=O)oc3ccccc3c21,-9%,8%,-6%,-28%,-0.8,19%,7%,-2%,-7
CCc1ccc(S(=O)(=O)/N=C2\C=C(Nc3ccc(C(=O)O)cc3)C(=O)c3ccccc32)cc1,4%,-1%,?,-30%,-3.9,-42%,-22%,-17%,-9
CCC(=O)c1c(NC)cc(C)oc1=O,7%,2%,-1%,i,-1.9,12%,-22%,-8%,5
Cc1cc(C)c(NC2=CC(=O)CC(C)(C)C2)c(C#N)c1,-6%,-1%,-1%,?,-1.2,0%,0%,-2%,.
O=C(N/N=C/c1ccccc1O)C1CC(=O)N(c2ccc(F)cc2)C1 (stereo not drawn),-1%,9%,-14%,-7%,-0.1,?,-7%,-5%,0
O=[N+]([O-])c1ccc(CN2CCOCCOCCN(Cc3ccc([N+](=O)[O-])cc3)CCOCC2)cc1,4%,11%,5%,i,-4.8,10µM*,2%,-15%,-2
Cc1cc(NC(=O)CSc2nncc(=O)n2N)no1,-1%,-2%,-3%,i,0.6,10%,-7%,6%,-6
CC1CCN(CCOc2cccc(Br)c2)CC1,6%,3%,11%,-15%,-2.8,-23%,-7%,-8%,-2
Cc1n[nH]c(C)c1C(=O)CC1(O)C(=O)N(CCc2ccccc2)c2ccc(Br)cc21 (stereo not drawn),4%,-1%,-7%,-9%[57.5 µM],0.5,-8%,3%,1%,.
CCN(CC(=O)NCc1ccc(Cl)cc1)C(=O)COc1ccc(Cl)cc1Br,5%,-2%,-3%,i,0.0,11µM*,-1%,-9%,3
CC(C)C(=O)NCCc1nc(-c2ccc(Cl)cc2)no1,-7%,18%,-11%,-13%,-0.7,-4%,1%,-4%,0
CCN1C(=O)[C@@H]2[C@H](C1=O)[C@@H]1C[C@H]3C(=O)N(CC)C(=O)[C@H]3[C@@H]3C1=C(C(=O)N1C(=O)OC(=NCC4CC4)[C@]31C)[C@@H]2C,-21%,1%,4%,-18%,0.4,-4%,13%,-6%,5
CC1CCCCC1NC(=O)CCCn1c(=S)[nH]c2ccsc2c1=O (stereo not drawn),-1%,-1%,-1%,i,0.0,0%,-20%,-3%,-2
CCOC(=O)c1c(-c2ccco2)csc1N,3%,12%,2%,16%[57.5 µM],-0.4,4%,4%,?,-5
O=C1CN(C(=O)COc2ccc(Br)cc2F)c2ccccc2N1,-7%,-4%,48%[activator],i,2.4,1%,-2%,0%,-3
CSc1ccccc1OCc1cc(C(=O)N2CCN(C)C(c3ccccc3)C2)no1 (stereo not drawn),6%,12%,12%,i,-1.7,-4%,5%,-1%,7
O=C(CN1C(=O)C2C3C=CC(C3)C2C1=O)Nc1ccc(S(=O)(=O)N2CCCCC2)cc1 (stereo not drawn),4%,0%,1%,-5%,1.6,-22%,-7%,-8%,-7
Cc1c(C)n(CC(O)CNc2ccccc2)c2ccccc12 (stereo not drawn),-2%,11%,7%,-7%,-0.4,10µM*,-3%,7%,20
CC12CCC(C(=O)Nc3ccccc3Cl)([C@H](Br)C1=O)C2(C)C (stereo partly drawn),-5%,3%,4%,-2%,4.1,?,1%,8%,1
COc1ccccc1NS(=O)(=O)c1ccc(NC(=O)c2[nH]nc(OC)c2[N+](=O)[O-])cc1,-1%,-9%,0%,-76%[inhibitor],0.7,14%,-3%,-3%,1
COc1ccc(CCC(=O)N2CCN(C3CCCCC3)CC2)cc1,0%,-11%,3%,-19%,1.4,0%,1%,-4%,.
O=C(CN(Cc1ccccc1)S(=O)(=O)c1ccc(Br)cc1)N/N=C/c1ccccc1C(=O)O,-8%,-2%,10%,19%,-1.5,-6%,-14%,-5%,-13
CS(=O)(=O)N1CCN(Cc2ccc([N+](=O)[O-])cc2)CC1,-4%,9%,-7%,-35%[inhibitor],-3.9,16%,-4%,4%,1
CSc1nc2c(c(=O)n1-c1ccc(C)cc1)SCC2,7%,-1%,0%,i,1.9,4%,1%,-3%,-2

# Entries shown so far that contain a Cl atom, in the order listed:
SMILES,EPAC1 ag,GLP-1R agonist,HEK293 tox,PTHR1 agonist,IL-2 act,GLP1R inv ag,EPAC1 antagonist,PLK1 PBD block,PI5P4Ka inh
Cc1ccc(C(=O)c2ccccc2C(=O)OCC(=O)NCCc2ccc(Cl)cc2Cl)cc1,-2%,-8%,-20%,-21%,-0.5,?,-15%,2%,35
O=C(CSCCS(=O)(=O)c1ccc(Cl)cc1)Nc1ccccc1,3%,10%,-2%,i,0.0,10%,-6%,-19%,2
CCN(CC(=O)NCc1ccc(Cl)cc1)C(=O)COc1ccc(Cl)cc1Br,5%,-2%,-3%,i,0.0,11µM*,-1%,-9%,3
CC(C)C(=O)NCCc1nc(-c2ccc(Cl)cc2)no1,-7%,18%,-11%,-13%,-0.7,-4%,1%,-4%,0
CC12CCC(C(=O)Nc3ccccc3Cl)([C@H](Br)C1=O)C2(C)C (stereo partly drawn),-5%,3%,4%,-2%,4.1,?,1%,8%,1

# A portion of the library. The share of hits here may be higher or lower than overall.
